Bioassay records from PubChem BioAssay.
WT yeast gro inh = growth inhibition of WT strain, primary screen, mitochondrial fusion inhibitor project, WT and mutant strains, chemical genetic; AID 1362, 2008; 190,000 compounds, 2.1% hits; inhibition, % at 10 µM; mitochondrial fusion phenotypic screen; in the data active = inhibition above about 58%; tested in S. cerevisiae
RSV CPE inhibition = RSV antiviral activity via CPE protection, HEp-2 cells, primary 10 µM value included (AID 2391); HEp-2 cells, RSV-induced CPE inhibition; higher % means a stronger effect; CPE inhibition, % at 10 µM, or IC50 in µM where a hit was titrated; 310,000 compounds, 0.13% hits; in the data active = a potency from the dose series; also: strong numbers were not always called active
Dengue-2 NS5 capping = Dengue-2 NS5 methyltransferase inhibitors, primary screen, biochemical, confirmation dose response (AID 588689); Genome polyprotein (Dengue virus type 2 (strain 16681-PDK53)); Dengue-2 NS5 methyltransferase capping enzyme assay, biochemical; higher % means a stronger effect; inhibition, % at 25 µM, or IC50 in µM where a hit was titrated; 340,000 compounds, 0.3% hits; in the data active = a potency from the dose series
NTR1 agonist = agonists of NTR1, primary screen, imaging, U2OS cells, beta-arrestin-GFP, high content (AID 493036); 330,000 compounds, 0.17% hits; NTR1-U2OS beta-arrestin-GFP spot imaging, agonist mode; Neurotensin receptor type 1 (Homo sapiens), P30989; activation, % at 20 µM;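 active = activation at or above 40% of the spot to cytoplasm intensity ratio, with at least 20 cells analyzed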;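 also: 0% = DMSO without peptide and 100% = 100 nM NTR1 peptide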
Target sequence (P30989 whole entry, looked up): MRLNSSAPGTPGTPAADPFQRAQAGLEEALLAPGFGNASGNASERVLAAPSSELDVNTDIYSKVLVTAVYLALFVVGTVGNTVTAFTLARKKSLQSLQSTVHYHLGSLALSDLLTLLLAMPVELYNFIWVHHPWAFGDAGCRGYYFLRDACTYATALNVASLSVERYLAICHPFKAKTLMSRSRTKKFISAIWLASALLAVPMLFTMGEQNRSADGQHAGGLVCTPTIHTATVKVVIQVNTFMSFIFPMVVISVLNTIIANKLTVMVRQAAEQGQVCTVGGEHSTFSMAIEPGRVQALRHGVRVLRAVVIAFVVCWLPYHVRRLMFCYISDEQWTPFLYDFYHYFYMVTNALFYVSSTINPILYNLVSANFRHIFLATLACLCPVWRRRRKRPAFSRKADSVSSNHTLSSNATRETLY
UTI89 phage lysis = inhibition of K1F phage lysis, E. coli UTI89, bacterial capsule biogenesis inhibitors, alamar blue (AID 488966) | inhibition, % at 100 µM, or IC50 in µM where a hit was titrated | E. coli UTI89 K1F phage lysis, alamar blue, 2 h; higher % means a stronger effect | 340,000 compounds, 0.02% hits;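 active = phage lysis inhibition, versus mean bacterial control, above a set limit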;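 also: capsule biogenesis inhibitors block K1F phage lysis so surviving cells raise fluorescence; higher fluorescence means more inhibition of phage lysis; actives were called in the ten point dose series up to 300 µM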
LYP phosphatase = inhibitors of LYP phosphatase, biochemical, fluorescence intensity, uHTS (AID 1779) | Tyrosine-protein phosphatase non-receptor type 22 (Homo sapiens) | recombinant LYP phosphatase, fluorescence intensity; higher % means a stronger effect | one-dose inhibition, % at 11.5 µM; IC50 in µM for titrated hits | 290,000 compounds, 0.054% hits; in the data active = inhibition above about 50%;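 also: plate controls were vehicle with enzyme for no effect and no enzyme for full effect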
Autophagy HCS = autophagy modulators in MEF cells, primary screen, imaging, high-content, MEF GFP-LC3 | calls only at 10 µM (by protocol) | AID 463193, 2010 | 190,000 compounds, 0.98% hits | MEF GFP-LC3 puncta imaging; test concentration mostly 10 µM;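 active = percentage of spot-positive cells more than 3 SD above its plate mean, without a fluorescence outlier flag or 80% toxicity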;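 also: spot-positive cell cutoff set from DMSO-treated cells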
AID2073 = inhibitors of Mint1-CaV2.2 protein interaction, biochemical, HTRF (AID 2073); HTRF protein-protein interaction, Mint1-CaV2.2; higher % means a stronger effect; 290,000 compounds, 0.19% hits; Voltage-dependent N-type calcium channel subunit alpha-1B (Homo sapiens); inhibition, % at 20 µM; hits with a dose series show IC50 in µM; in the data active = inhibition mostly above about 51%, no sharp cut-off; also: some results filed as inactive read as strong as hits
GPR35 arrestin U2OS = GPR35 antagonists blocking zaprinast-driven arrestin recruitment, primary screen, imaging, U2OS, beta-arrestin-GFP, zaprinast agonist (AID 2058). U2OS GPR35 beta-arrestin-GFP translocation imaging, zaprinast antagonism; higher % means a stronger effect. inhibition, % at 10 µM, or IC50 in µM where a hit was titrated. G-protein coupled receptor 35 (Homo sapiens). 290,000 compounds, 0.052% hits;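 active = inhibition of at least 50% with at least 30 cells and total cytoplasm GFP at most 10,000,000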
WT yeast gro inh mutant strain = second read-out of WT yeast gro inh, no call of its own (marks repeat the call); inhibition, %; mitochondrial fusion phenotypic screen, mutant strain inhibition
Autophagy HCS cell loss 18 h = also measured in Autophagy HCS; calls as there; toxicity, %; measured here: cell loss, nuclei count;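 cell loss after 18 h compound exposure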
NTR1 agonist cell count 20 µM = recorded beside NTR1 agonist, whose call it bears; cell count; measured here: cell count, cytotoxicity flag
Dengue-2 NS5 capping pilot replicate = also measured in Dengue-2 NS5 capping; calls as there; inhibition, %; measured here: pilot screen replicate inhibition
* = called active by the depositor; [ ] = remark or other dose.

CC1(C)C(=O)OC(c2c(F)c(F)c(F)c(F)c2F)C2(CCCCC2)C1=O (centres undefined) was read as WT yeast gro inh 5, RSV CPE inhibition -0.4%, Dengue-2 NS5 capping -8%, NTR1 agonist 2.0, UTI89 phage lysis 0.7%, LYP phosphatase -5%, Autophagy HCS inactive, AID2073 -1%, GPR35 arrestin U2OS 2%, WT yeast gro inh mutant strain -1, Autophagy HCS cell loss 18 h 1 and NTR1 agonist cell count 20 µM 58.
`CCn1nccc1C(=O)Nc1nccs1` gave WT yeast gro inh 9, RSV CPE inhibition 1.4%, Dengue-2 NS5 capping -6%, NTR1 agonist 2.7, UTI89 phage lysis 0.6%, LYP phosphatase -1%, Autophagy HCS inactive, AID2073 11%, GPR35 arrestin U2OS 8%, WT yeast gro inh mutant strain -6, Autophagy HCS cell loss 18 h 0 and NTR1 agonist cell count 20 µM 53.
COc1ccc(C(=O)N2CC(=O)Nc3ccc(F)cc3C2c2ccccc2)cc1 (centres undefined) was read as RSV CPE inhibition 0.6%, Dengue-2 NS5 capping -5%, UTI89 phage lysis 1.8%[50 µM], LYP phosphatase -2%, AID2073 4% and GPR35 arrestin U2OS -2%.
COCCNC(=S)Nc1ccccc1Cc1ccccc1 was read as WT yeast gro inh 0, RSV CPE inhibition 2.2%, Dengue-2 NS5 capping -7%, NTR1 agonist 1.2, UTI89 phage lysis -0.1%, LYP phosphatase -2%, Autophagy HCS inactive, AID2073 3%, GPR35 arrestin U2OS 2%, WT yeast gro inh mutant strain 13, Autophagy HCS cell loss 18 h 0 and NTR1 agonist cell count 20 µM 23.
Screening O=S(=O)(c1ccc2oc3ccccc3c2c1)N1CCOCC1 returned WT yeast gro inh 9, RSV CPE inhibition 0.9%, Dengue-2 NS5 capping 5%, NTR1 agonist 2.1, UTI89 phage lysis 0.7%, LYP phosphatase -1%, Autophagy HCS inactive, AID2073 8%, GPR35 arrestin U2OS -14%, WT yeast gro inh mutant strain -11, Autophagy HCS cell loss 18 h -3, NTR1 agonist cell count 20 µM 81 and Dengue-2 NS5 capping pilot replicate -4.5.
Screening Cc1ccc(NC(=O)CN2C(=O)NC(C)(CCc3ccccc3)C2=O)cc1 (centres undefined) returned WT yeast gro inh -12, RSV CPE inhibition 3.3%, Dengue-2 NS5 capping 2%, NTR1 agonist 2.7, UTI89 phage lysis 0.3%, LYP phosphatase -4%, Autophagy HCS inactive, AID2073 -2%, GPR35 arrestin U2OS 16%, WT yeast gro inh mutant strain 9, Autophagy HCS cell loss 18 h 8 and NTR1 agonist cell count 20 µM 57.
[N-]=[N+]=NCCN1CCN(CCc2ccccc2)CCC1=O was read as RSV CPE inhibition 0.5%, Dengue-2 NS5 capping -3%, NTR1 agonist -0.8, UTI89 phage lysis 1.1%, LYP phosphatase -6%, AID2073 2%, GPR35 arrestin U2OS -5% and NTR1 agonist cell count 20 µM 42.
`CCCOc1ccc(C2=CC(=O)C[C@H](c3ccc(OC)cc3)C2)cc1` gave RSV CPE inhibition 3.9%, Dengue-2 NS5 capping -2%, NTR1 agonist 2.9, UTI89 phage lysis 1.6% and NTR1 agonist cell count 20 µM 64.
Cc1cc(C)n(Cc2ccc(C(=O)NCCC3=CCCCC3)o2)n1 was read as WT yeast gro inh 25, RSV CPE inhibition 0.2%, Dengue-2 NS5 capping -3%, NTR1 agonist -1.1, UTI89 phage lysis 0.2%, LYP phosphatase -5%, Autophagy HCS inactive, AID2073 -4%, GPR35 arrestin U2OS -3%, WT yeast gro inh mutant strain 28, Autophagy HCS cell loss 18 h 17 and NTR1 agonist cell count 20 µM 48.
`COC(=O)[C@H](CC(C)C)NS(=O)(=O)N(Cc1ccccc1)[C@@H](CC(C)C)C(=O)OC` gave RSV CPE inhibition -0.3%, Dengue-2 NS5 capping -6%, NTR1 agonist 5.9, UTI89 phage lysis -1.4% and NTR1 agonist cell count 20 µM 64.
Screening Cc1ccc2[nH]c(=O)c(CN(C)C(=O)c3cccs3)cc2c1 returned WT yeast gro inh -17, RSV CPE inhibition 2.9%, Dengue-2 NS5 capping -14%, NTR1 agonist 1.0, UTI89 phage lysis -1.1%, LYP phosphatase 5%, Autophagy HCS inactive, AID2073 7%, GPR35 arrestin U2OS -6%, WT yeast gro inh mutant strain 11, Autophagy HCS cell loss 18 h 0 and NTR1 agonist cell count 20 µM 91.
For CCNc1nc(NCC)nc(N(C)/N=C/c2ccco2)n1 the results were RSV CPE inhibition 1.0%, Dengue-2 NS5 capping -8%, NTR1 agonist 0.9, UTI89 phage lysis 0.0%, LYP phosphatase -1%, AID2073 3%, GPR35 arrestin U2OS -2% and NTR1 agonist cell count 20 µM 78.
For CC(/C=N/NC(=O)c1cc(-c2ccc(C)s2)[nH]n1)=C\c1ccccc1 the results were WT yeast gro inh 31, RSV CPE inhibition -1.8%, Dengue-2 NS5 capping -2%, NTR1 agonist 2.7, UTI89 phage lysis 0.5%, LYP phosphatase -1%, Autophagy HCS inactive, AID2073 6%, GPR35 arrestin U2OS -8%, WT yeast gro inh mutant strain -2, Autophagy HCS cell loss 18 h 1 and NTR1 agonist cell count 20 µM 111.
`Cc1nn(-c2ccccc2)nc1CNC(=O)c1ncoc1-c1ccccc1` gave Dengue-2 NS5 capping 1%, NTR1 agonist 0.8, UTI89 phage lysis 2.0%, LYP phosphatase 4%, AID2073 10%, GPR35 arrestin U2OS 2% and NTR1 agonist cell count 20 µM 35.
COc1ccc(C(C)=O)cc1CC(=O)NC1CCCCCC1 was read as RSV CPE inhibition 10%, Dengue-2 NS5 capping 1%, NTR1 agonist -1.0, UTI89 phage lysis -0.4%, LYP phosphatase -4%, AID2073 2%, GPR35 arrestin U2OS 0% and NTR1 agonist cell count 20 µM 47.
O=C(c1ccc([N+](=O)[O-])s1)N1CCc2ccccc21 was read as RSV CPE inhibition 0.3%, Dengue-2 NS5 capping 0%, NTR1 agonist -0.1, UTI89 phage lysis 0.1%, LYP phosphatase -4%, AID2073 16%, GPR35 arrestin U2OS -7% and NTR1 agonist cell count 20 µM 39.
For COc1ccc(NC(=O)CN(c2ccc(OC)cc2)S(=O)(=O)c2ccc(OC)c(OC)c2)cc1 the results were RSV CPE inhibition -2.5%, Dengue-2 NS5 capping 0%, NTR1 agonist -0.7, UTI89 phage lysis 1.0%, LYP phosphatase -13%, AID2073 -1%, GPR35 arrestin U2OS 3% and NTR1 agonist cell count 20 µM 75.
Screening CCOc1ccc(N=C2C(=O)N(CN3CCOCC3)c3ccccc32)cc1 returned WT yeast gro inh -27, RSV CPE inhibition 0.6%, Dengue-2 NS5 capping 16%, NTR1 agonist 1.5, UTI89 phage lysis -1.5%[50 µM], LYP phosphatase -7%, Autophagy HCS inactive, AID2073 0%, GPR35 arrestin U2OS -18%, WT yeast gro inh mutant strain -5, Autophagy HCS cell loss 18 h 15 and NTR1 agonist cell count 20 µM 62.
For C=CCNC(=S)NNC(=O)c1ccc(OCC)cc1 the results were WT yeast gro inh -9, RSV CPE inhibition 1.9%, Dengue-2 NS5 capping -5%, NTR1 agonist -1.3, UTI89 phage lysis 5.6%, LYP phosphatase -6%, Autophagy HCS inactive, AID2073 -37%, GPR35 arrestin U2OS 14%, WT yeast gro inh mutant strain 5, Autophagy HCS cell loss 18 h 16 and NTR1 agonist cell count 20 µM 46.
Cc1cccnc1NC(=O)Nc1cccc(C(F)(F)F)c1 was read as WT yeast gro inh 3, RSV CPE inhibition -1.8%, Dengue-2 NS5 capping -1%, NTR1 agonist 1.9, UTI89 phage lysis 0.1%, LYP phosphatase -11%, Autophagy HCS inactive, AID2073 22%, GPR35 arrestin U2OS -17%, WT yeast gro inh mutant strain 1, Autophagy HCS cell loss 18 h -5 and NTR1 agonist cell count 20 µM 78.
COc1ccc(C2=NC(=O)NC2c2ccc(OC)cc2)cc1 (centres undefined) was read as RSV CPE inhibition -1.1%, Dengue-2 NS5 capping -9%, NTR1 agonist 1.2, UTI89 phage lysis 0.1%, LYP phosphatase 3%, AID2073 10%, GPR35 arrestin U2OS -8% and NTR1 agonist cell count 20 µM 56.
Screening CCOC(=O)Cc1csc(NC(=O)Nc2ccc(F)cc2)n1 returned RSV CPE inhibition 18%, Dengue-2 NS5 capping -3%, NTR1 agonist -0.9, UTI89 phage lysis -0.1%, LYP phosphatase -7%, AID2073 -4%, GPR35 arrestin U2OS -2% and NTR1 agonist cell count 20 µM 58.
`COc1ccc(S(=O)(=O)N2CCN(CC(=O)NC3CCCC3)CC2)cc1` gave RSV CPE inhibition 1.1%, Dengue-2 NS5 capping 7%, NTR1 agonist -0.5, UTI89 phage lysis 0.2%, LYP phosphatase -5%, AID2073 7%, GPR35 arrestin U2OS -10% and NTR1 agonist cell count 20 µM 39.
For CC(C)(CO)NCC(O)Cn1cc(C=O)c2ccccc21 (centres undefined) the results were WT yeast gro inh -5, RSV CPE inhibition 1.6%, Dengue-2 NS5 capping -3%, NTR1 agonist 1.3, UTI89 phage lysis 0.4%, LYP phosphatase 0%, Autophagy HCS inactive, AID2073 -9%, GPR35 arrestin U2OS 15%, WT yeast gro inh mutant strain -10, Autophagy HCS cell loss 18 h 0 and NTR1 agonist cell count 20 µM 74.
`O=C(CN1CCOCC1)N/N=C/c1cc2ccccc2nc1Cl` gave WT yeast gro inh -8, RSV CPE inhibition 0.1%, Dengue-2 NS5 capping 3%, NTR1 agonist 1.6, UTI89 phage lysis 0.3%, LYP phosphatase -5%, Autophagy HCS inactive, AID2073 4%, GPR35 arrestin U2OS -6%, WT yeast gro inh mutant strain -14, Autophagy HCS cell loss 18 h 6 and NTR1 agonist cell count 20 µM 32.

2 neighbouring entries already listed:
Screening CCOC(=O)Cc1csc(NC(=O)Nc2ccc(F)cc2)n1 returned RSV CPE inhibition 18%, Dengue-2 NS5 capping -3%, NTR1 agonist -0.9, UTI89 phage lysis -0.1%, LYP phosphatase -7%, AID2073 -4%, GPR35 arrestin U2OS -2% and NTR1 agonist cell count 20 µM 58.
`COc1ccc(S(=O)(=O)N2CCN(CC(=O)NC3CCCC3)CC2)cc1` gave RSV CPE inhibition 1.1%, Dengue-2 NS5 capping 7%, NTR1 agonist -0.5, UTI89 phage lysis 0.2%, LYP phosphatase -5%, AID2073 7%, GPR35 arrestin U2OS -10% and NTR1 agonist cell count 20 µM 39.
